From PubChem BioAssay
VLA-4 inh – inhibition in a human VLA-4 binding assay; P13612; 330,000 compounds, 0.2% hits; AID 2557; VLA-4 expressing cells, ligand binding flow cytometry; inhibition, % (about 7 µM as worked out from the volumes in the protocol); in the data active = inhibition above about 50%
Efflux pump mplx – inhibitors of Candida antifungal efflux pumps expressed in yeast. S. cerevisiae Candida pump triplex, Nile Red efflux. inhibition, % at 10 µM. 330,000 compounds, 0.44% hits;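 active = plate passing quality check with inhibition over a set limit, or well fluorescence over plate mean plus 4 SD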;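 note: Nile Red retained in pooled yeast measured as flow cytometry median fluorescence; 0% = buffer negative control and 100% = Enniatin B positive control; higher means more Nile Red kept so more efflux inhibition; some compounds called inactive have numbers as strong as hits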
Bcl-xL primary – inhibitors of human Bcl-xL; GST-Bcl-xL / FITC-Bim BH3 peptide fluorescence polarization; AID 2129; Q07817; 320,000 compounds, 0.7% hits; inhibition, % at 10.9 µM;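 active = inhibition above the mean of all tested compounds plus 3 SD, cutoff set per campaign, cut at about 30% in these data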;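 note: 0% = DMSO wells and 100% = unlabeled Bim-BH3 peptide competitor; inhibitors lower millipolarization by displacing the labeled peptide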
Target sequence (Q07817 whole entry, looked up): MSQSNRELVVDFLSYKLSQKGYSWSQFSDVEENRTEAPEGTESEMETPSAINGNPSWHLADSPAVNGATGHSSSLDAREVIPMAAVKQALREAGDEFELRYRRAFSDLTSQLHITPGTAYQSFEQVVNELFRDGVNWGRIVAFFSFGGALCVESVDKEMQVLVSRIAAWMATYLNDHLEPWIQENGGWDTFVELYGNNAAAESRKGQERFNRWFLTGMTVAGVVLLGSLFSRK
MEX-5 binding – C. elegans MEX-5 TCR-2 RNA binding activity | Q9XUB2 | MEX-5/FITC-TCR2 RNA binding, fluorescence polarization; hits give low values | activity score (negative = inhibition of binding), % at 10 µM | 300,000 compounds, 0.38% hits;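 active = inhibition past about -25% in most replicates, and total fluorescence under double the plate's negative control median, limit read from the data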;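 note: 0% = DMSO and -100% = 5 µM competing unlabeled TCR2 RNA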
MCL1-BIM inh – disrupts human MCL1 binding to BIM-BH3 peptide; inhibition, % at 10.9 µM; 320,000 compounds, 0.68% hits; Q07820; GST-MCL1 / FITC-Bim-BH3 fluorescence polarization; AID 2057;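 active = inhibition above the mean inhibition of all tested compounds plus 3 SD, set per campaign, cut at about 40% in these data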;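 note: 0% = DMSO wells and 100% = unlabeled Bim-BH3 peptide control; higher means more loss of mP so more displacement of Bim peptide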
Target sequence (Q07820 whole entry, looked up): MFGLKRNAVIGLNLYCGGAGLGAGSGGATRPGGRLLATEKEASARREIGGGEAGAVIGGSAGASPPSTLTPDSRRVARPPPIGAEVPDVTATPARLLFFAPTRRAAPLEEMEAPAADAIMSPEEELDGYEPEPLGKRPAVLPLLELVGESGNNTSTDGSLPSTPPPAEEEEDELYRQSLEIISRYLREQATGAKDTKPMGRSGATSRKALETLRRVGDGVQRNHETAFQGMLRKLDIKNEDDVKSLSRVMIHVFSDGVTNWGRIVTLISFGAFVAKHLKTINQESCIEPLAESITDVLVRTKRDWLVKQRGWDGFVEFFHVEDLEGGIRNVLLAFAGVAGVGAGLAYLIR
GLD-1 TGE inh – GLD-1-TGE RNA interaction inhibition (C. elegans). 320,000 compounds, 0.44% hits. purified GLD-1 + fluorescein TGE RNA, fluorescence polarization. inhibition, % at 5.96 µM. AID 2280;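 active = percent inhibition above a per-plate cutoff, the plate mean of test compounds plus 3 SD, cut at about 30% in these data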;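 note: 0% = DMSO wells with GLD-1 and probe and 100% = wells lacking GLD-1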
Target sequence (Q17339 whole entry, looked up): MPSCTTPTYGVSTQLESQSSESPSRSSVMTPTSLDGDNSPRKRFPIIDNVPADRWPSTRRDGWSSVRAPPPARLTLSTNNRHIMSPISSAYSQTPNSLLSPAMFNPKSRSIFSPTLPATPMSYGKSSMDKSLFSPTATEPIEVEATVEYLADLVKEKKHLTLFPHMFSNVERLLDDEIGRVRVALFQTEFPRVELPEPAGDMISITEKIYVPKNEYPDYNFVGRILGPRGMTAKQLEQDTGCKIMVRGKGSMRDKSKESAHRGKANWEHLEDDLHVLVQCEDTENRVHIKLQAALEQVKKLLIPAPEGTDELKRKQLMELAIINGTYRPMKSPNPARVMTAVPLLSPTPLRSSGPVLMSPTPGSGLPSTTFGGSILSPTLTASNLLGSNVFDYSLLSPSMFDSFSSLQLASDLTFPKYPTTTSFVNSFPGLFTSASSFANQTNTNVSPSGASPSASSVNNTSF
PME-1 primary – PME-1 (human) inhibition. AID 2130. Q9Y570. inhibition, % at 5.9 µM. recombinant PME-1, FP-Rh probe fluorescence polarization. 320,000 compounds, 0.53% hits;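 active = inhibition above the campaign mean of all compounds plus 3 SD, cut at about 26% in these data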;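 note: competitive labeling of PME-1 active site by serine hydrolase directed probe; 0% = PME-1 with DMSO and 100% = wells lacking PME-1 enzyme; inhibitors block probe labeling so polarization falls and inhibition rises; many of its hits are not listed in these tables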
GRK2 aptamer HTS – human GRK2 inhibition via aptamer displacement | bead flow cytometry, FAM-aptamer displacement from GRK2 | 330,000 compounds, 0.59% hits | P25098 | AID 488847 | inhibition of aptamer binding, % at 10 µM;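 active = inhibition of aptamer binding above 40%, roughly 3 SD of noise, on plates passing a quality check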;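 note: median bead fluorescence of bound FAM aptamer so fluorescent compounds give negative values; no value below 0 was filed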
Fam108B counter – Fam108B inhibition, counter-screen for RBBP9 inhibitors | recombinant Fam108B, FP-Rh probe fluorescence polarization | inhibition, % at 9.51 µM | 300,000 compounds, 0.33% hits;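 active = inhibition above the screen mean inhibition plus 3 SD, computed separately per campaign, cut at about 18% in these data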;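 note: inhibitors lower polarization as less probe binds the enzyme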
An asterisk follows results filed as active; · = not tested or not shown. Some of the compounds tested (hit frequency here may not be typical).

SMILES	VLA-4 inh	Efflux pump mplx	Bcl-xL primary	MEX-5 binding	MCL1-BIM inh	GLD-1 TGE inh	PME-1 primary	GRK2 aptamer HTS	Fam108B counter
N#Cc1cc2c(=O)n3ccccc3nc2n(Cc2ccco2)c1=NC(=O)c1ccco1	0	2.5	54*	-17	75*	23	-8	13	3
CC(C)(C)OC(=O)CNC(=O)c1nc[nH]c1C(=O)N1CCNCC1	-1	-0.1	1	-1.8	-4	-2	1	0	2
O=C(Nc1nccs1)C(=O)c1c[nH]c2ccccc12	11	0.2	2	-0.3	0	3	-6	0	0
Cc1sc2nc(CN3CCOCC3)[nH]c(=S)c2c1C	-5	0.2	6	-0.8	-3	-1	-7	4	-2
COc1ccc2nc(SC(C)C(=O)NC3(C#N)CCCCC3)[nH]c2c1 (stereo not given)	-5	-0.1	-4	·	-3	8	8	3	·
Cc1oc(C(C)(C)C)cc1C(=O)N1CCN(c2ncccc2C(F)(F)F)CC1	13	0.1	7	-1.7	1	-1	2	3	0
O=C1C2CCCCN2C(=O)N1CCCCN1CCN(c2ccccc2Oc2ccccc2)CC1 (stereo not given)	19	0.0	7	1.4	18	1	-1	1	2
Cc1cccc(NC(=O)c2cccc(N3C(=O)CCC3=O)c2)c1	2	-0.1	2	0.8	3	1	5	2	2
COc1cc(/C=C2\SC(=Nc3cccnc3)NC2=O)cc(OC)c1OC	5	-0.1	-20	-14	-37	-31	-14	1	-2
Cn1cc(CN2CCC(n3nccc3NC(=O)Cc3ccccc3)CC2)cn1	9	0.0	-4	0.7	-7	1	4	0	-1
c1cncc(-c2nn[nH]n2)c1	-3	0.0	-1	-1.7	5	5	-1	0	0
COC(=O)[C@H](Cc1ccc(O)cc1)NC(=O)Cn1ccc(NC(=O)OCc2ccccc2)nc1=O	19	-0.3	·	·	·	1	·	0	·
COc1cc(OC)cc(C(=O)NNC(=O)Cc2cccs2)c1	-6	0.2	·	·	·	5	·	1	·
COc1cccc(/C(O)=C2/C(=O)C(=O)N(CCN(C)C)C2c2ccccn2)c1 (stereo not given)	-6	0.0	15	2.6	9	3	1	5	0
CC(=O)c1ccc(Sc2ccccc2N)c([N+](=O)[O-])c1	26	-0.1	10	1.3	12	8	10	2	0
O=C(c1cn(-c2ccccc2)nc1-c1cccnc1)N1CCCC(C(F)(F)F)C1 (stereo not given)	8	0.0	5	1.5	4	6	-2	4	-2
COc1ccccc1C1CCN(Cc2ccc3ccccc3c2)CC1	-1	0.3	-2	-1.3	-4	2	2	0	-2
COCCn1c(=O)[nH]c2cc(C(=O)NC(C)C)ccc2c1=O	12	0.3	-2	-0.1	-2	3	-2	5	-5
CCOC(=O)Cc1csc(NC(=O)CCCCCN2C(=O)c3ccccc3C2=O)n1	-13	0.0	-1	-1.9	5	3	-1	0	1
O=C(O)COCC(=O)N1CCCN(c2ccc(C(F)(F)F)cn2)CC1	-1	-0.1	·	2.3	·	·	·	0	·
O=C(Nc1ccc(Cl)cc1Cl)c1ccc2ncsc2c1	4	0.1	3	0.7	1	-2	1	1	-4
COC(=O)c1cc([N+](=O)[O-])c(-n2ccnc2)c([N+](=O)[O-])c1	1	0.0	5	0.4	12	5	-6	0	3
CCN1C(=O)[C@H]2[C@@H](c3ccc(-c4ccc(OC)cc4)c(OC)c3)N[C@@](C)(C(=O)OC)[C@H]2C1=O	-5	0.1	2	-2.2	8	4	3	2	4
CCOc1ccc(CNCc2ccccc2Cl)cc1	3	-0.1	8	0.4	6	3	-4	0	-1
COc1ccccc1-c1sc2ccccc2c1-c1ccc(C(C)=O)cc1	15	-0.1	0	2.3	3	15	34*	3	-5
CCCCCNC(=O)c1ccc2c(=O)n(CCCOCC)c(=S)[nH]c2c1	5	0.0	4	-1.6	-5	1	-6	0	-1
CN1CCN(S(=O)(=O)c2cccc(S(=O)(=O)c3ccc(Cl)cc3)c2)CC1	7	0.1	2	-0.9	1	5	9	6	-2
O=S(=O)(NC1CCCCC1)c1ccc(N2CCOCC2)nc1	-2	0.1	-3	-1.1	-6	1	4	2	1
CCCCCc1ccc(S(=O)(=O)Nc2cc(C)ccn2)cc1	-5	0.0	3	-0.3	0	-2	7	6	0
COc1cc(C2/C(=C(\O)c3ccc4c(c3)CC(C)O4)C(=O)C(=O)N2c2nnc(C)s2)cc(OC)c1OC (stereo not given)	4	-0.2	6	-8.0	5	12	2	2	-1
CC(=O)c1cccc(CN2CCC(n3nccc3NC(=O)CCOc3ccccc3)CC2)c1	3	0.0	8	0.6	0	5	1	0	2
O=C(Cn1c(COc2ccccc2)nc2ccccc21)Nc1cccc(Cl)c1	13	0.4	0	-1.3	5	1	-9	100*	-4
CC(C)Cc1nc(N2CCN(C(=O)c3ccco3)CC2)c(C#N)c2c1CCC2	-10	0.1	8	-0.6	12	-3	0	7	2
Cc1ccccc1Nc1nc(N)nc(COC(=O)/C=C/c2ccco2)n1	12	0.1	4	0.1	-2	4	1	18	-2
CCCCn1c(N)c(N(CCOC)C(=O)COC(=O)CCOc2ccccc2)c(=O)[nH]c1=O	15	0.0	-1	-2.7	-8	1	-2	2	-5
O=C(O)c1ccccc1NC(=O)C(Cc1ccccc1)N1C(=O)c2ccccc2C1=O (stereo not given)	7	0.0	13	0.3	2	-1	-8	0	-1
COc1ccccc1C(C)NC(=O)c1ccc(S(=O)(=O)NCc2ccco2)cc1 (stereo not given)	-5	-0.1	·	·	·	-3	·	0	·
O=[N+]([O-])c1ccc(CN2CCOCCOCCOCC2)cc1	-4	-0.2	0	1.8	-4	2	6	4	5
CN1CCN(C(=O)C2=C[C@@H](c3ccc4c(c3)OCO4)C[C@@H](OCc3ccc(CO)cc3)O2)CC1	-3	0.0	-1	-0.4	5	6	1	0	-5
COc1ccc(COCC(O)CN2CCC(C(N)=O)CC2)cc1 (stereo not given)	3	0.0	5	0.4	8	-1	2	2	-1
C[C@@H]1CN([C@H](C)CO)C(=O)c2cccc(NC(=O)Nc3ccc(F)cc3)c2O[C@H]1CN(C)C(=O)Nc1ccc(C(F)(F)F)cc1	-12	0.5	·	·	·	6	·	7	·
CCCOC(=O)c1ccc(Oc2c(-c3ccc(O)cc3O)n[nH]c2C)cc1	-2	0.3	5	-0.8	11	3	7	6	5
Cc1ccccc1NC(=O)NNC(=O)c1ccc2ccccc2c1	8	0.0	·	2.8	·	·	·	6	·
O=C(NC1CCCCC1)NC1(C(=O)N2CCN3CCCC3C2)CCCCC1 (stereo not given)	-1	0.1	4	1.0	2	6	-4	0	4
O=C1NN(c2ccccc2)C(=O)/C1=C\c1ccccc1OCC(=O)N1CCOCC1	-8	-0.1	10	0.4	15	-6	-2	0	5
Oc1ccc(N2CCN(C(c3ccccn3)c3nnnn3C3CCCC3)CC2)cc1 (stereo not given)	-14	-0.1	18	-3.2	13	6	3	0	-3
CC(=O)C(C(C)=O)c1c(Cl)c(O)c(O)c2c(C(=O)c3ccccc3)coc12	14	0.1	18	0.9	27	1	7	3	0
CCN1CCN(Cc2ccc(NC(=O)c3ccc(C)c(NC(=O)c4ccnnc4)c3)cc2C(F)(F)F)CC1	-9	0.1	-1	-0.5	-7	39*	-5	0	-3
CC12C(=O)N(Cc3ccco3)C(=O)C1C1c3ccccc3C2c2ccccc21 (stereo not given)	-5	-0.1	9	-0.1	4	0	0	1	0
Cc1ccc2nc(NC(=O)CSCc3ccccc3)sc2c1	-12	-0.2	-2	0.5	1	-2	2	0	14
CC1CCCN(C(=O)COc2ccc(Nc3ccccc3)cc2)C1 (stereo not given)	6	0.0	8	2.5	9	9	-1	0	1
Cn1c(CSCc2ccc(F)cc2)nnc1SCC(=O)Nc1cccc(C(=O)O)c1	-6	0.1	-26	1.2	-16	1	-5	0	-5
O=c1[nH]c(NCCO)nnc1Cc1ccc(Cl)cc1	3	-0.1	2	0.0	-4	2	1	4	4
Cc1ccccc1NC(=O)CN1C(=O)c2cccnc2Oc2ccc(Cl)cc21	-17	0.0	4	-2.9	-2	4	-12	1	-4
COCCN1C(=O)N[C@@H](c2ccccc2)[C@@H](C(=O)OC)[C@H]1C	2	-0.1	-1	1.1	-1	2	3	0	-2
O=C(c1ccc(Cl)cc1)C1CCN(C(=O)c2ccccc2)CC1	-2	0.1	3	1.6	13	3	7	0	0
CCCCN(C)C(=O)C1CCCN(S(=O)(=O)c2ccc3c(c2)CC(C)N3C(=O)C2CC2)C1 (stereo not given)	1	0.1	0	1.7	-6	-3	9	2	0
Cc1cccc(OCc2nnc(SCC(=O)OC3CCCCC3)o2)c1	8	0.1	6	2.0	4	10	5	4	-1
O=C(CSc1nc2[nH]ncc2c(=O)n1-c1ccccc1)c1ccc2c(c1)OCCO2	-7	0.1	0	17	4	7	-8	3	-5
CC(C)(C)C(=O)NC(NC(=O)C(C)(C)C)c1ccc([N+](=O)[O-])cc1	3	0.1	6	1.2	-23	4	5	1	-2

Some of the entries so far, with two lines to a compound:
Values run as follows: VLA-4 inh, Efflux pump mplx, Bcl-xL primary, MEX-5 binding, MCL1-BIM inh, GLD-1 TGE inh, PME-1 primary, GRK2 aptamer HTS, Fam108B counter
- CC(=O)C(C(C)=O)c1c(Cl)c(O)c(O)c2c(C(=O)c3ccccc3)coc12
  14, 0.1, 18, 0.9, 27, 1, 7, 3, 0
- CCN1CCN(Cc2ccc(NC(=O)c3ccc(C)c(NC(=O)c4ccnnc4)c3)cc2C(F)(F)F)CC1
  -9, 0.1, -1, -0.5, -7, 39*, -5, 0, -3
- CC12C(=O)N(Cc3ccco3)C(=O)C1C1c3ccccc3C2c2ccccc21 (stereo not given)
  -5, -0.1, 9, -0.1, 4, 0, 0, 1, 0
- Cc1ccc2nc(NC(=O)CSCc3ccccc3)sc2c1
  -12, -0.2, -2, 0.5, 1, -2, 2, 0, 14
- CC1CCCN(C(=O)COc2ccc(Nc3ccccc3)cc2)C1 (stereo not given)
  6, 0.0, 8, 2.5, 9, 9, -1, 0, 1
- Cn1c(CSCc2ccc(F)cc2)nnc1SCC(=O)Nc1cccc(C(=O)O)c1
  -6, 0.1, -26, 1.2, -16, 1, -5, 0, -5
- O=c1[nH]c(NCCO)nnc1Cc1ccc(Cl)cc1
  3, -0.1, 2, 0.0, -4, 2, 1, 4, 4
- Cc1ccccc1NC(=O)CN1C(=O)c2cccnc2Oc2ccc(Cl)cc21
  -17, 0.0, 4, -2.9, -2, 4, -12, 1, -4
- COCCN1C(=O)N[C@@H](c2ccccc2)[C@@H](C(=O)OC)[C@H]1C
  2, -0.1, -1, 1.1, -1, 2, 3, 0, -2
- O=C(c1ccc(Cl)cc1)C1CCN(C(=O)c2ccccc2)CC1
  -2, 0.1, 3, 1.6, 13, 3, 7, 0, 0
